Arr AP2 block = blocks beta-arrestin peptide binding to AP2 adaptin. FITC-arrestin peptide / GST-AP2 beads, flow cytometry; AP2 beta2 appendage carries R879A mutation. inhibition, % at 10 µM. 0.31% of 340,000 active. AID 504490;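 active = inhibition above a set limit, near 3 SD of compounds lacking own fluorescence, cut at about 54% in these data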;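 also: plate controls were DMSO wells for no effect and 5 µM unlabelled arrestin peptide for full effect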
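Measured by: flow cytometry, FL1 (488/535 nm); Material: AP2 appendage R879A on GSH beads; Evaluation: percent response; Timing: pre-incubation 12 min, peptide binding 1 h, room temperature; Also added: 50 nM FITC-arrestin peptide; Medium: PBS with 0.05% Tween 20 and 0.1% BSA.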
Keap1-Nrf2 PPI = disrupts human Keap1 binding to Nrf2 peptide. Q14145. Keap1 Kelch-Nrf2 peptide fluorescence polarization, 1536-well. inhibition, % at 9.4 µM. 0.15% of 340,000 active; in the data active = inhibition above about 12%;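 also: human Keap1 Kelch domain with fluorescein labeled Nrf2 9mer peptide probe; 0% = neutral control wells and 100% = peptide positive control; higher means more block of Keap1 binding to Nrf2 peptide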
Cardiac RTF inh = cardiac RTF calcium desensitization; P19429+P45379; 0.12% of 340,000 active; inhibition, % at 7.15 µM; IANBD-labeled cardiac RTF, Ca2+ fluorescence;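 active = inhibition above the mean inhibition of all tested compounds plus 3 SD, cut at about 17% in these data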;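 also: assay run at fixed EC70 calcium of 1.6 mM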
OPRM1-OPRD1 inv = inverse agonist of human OPRM1-OPRD1 heterodimerization; P35372+P41143; cell-based MOR-DOR heterodimer luminescence, inverse agonism; inhibition, % at 9.3 µM; 0.21% of 340,000 active; AID 504357; in the data active = inhibition above about 22%, passing the limit was not always enough;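 also: 0% = cells with DMSO and 100% = wells without cells with DMSO; values of inactives mirror those of a sister screen read the other way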
Target sequence (P35372 whole entry, looked up): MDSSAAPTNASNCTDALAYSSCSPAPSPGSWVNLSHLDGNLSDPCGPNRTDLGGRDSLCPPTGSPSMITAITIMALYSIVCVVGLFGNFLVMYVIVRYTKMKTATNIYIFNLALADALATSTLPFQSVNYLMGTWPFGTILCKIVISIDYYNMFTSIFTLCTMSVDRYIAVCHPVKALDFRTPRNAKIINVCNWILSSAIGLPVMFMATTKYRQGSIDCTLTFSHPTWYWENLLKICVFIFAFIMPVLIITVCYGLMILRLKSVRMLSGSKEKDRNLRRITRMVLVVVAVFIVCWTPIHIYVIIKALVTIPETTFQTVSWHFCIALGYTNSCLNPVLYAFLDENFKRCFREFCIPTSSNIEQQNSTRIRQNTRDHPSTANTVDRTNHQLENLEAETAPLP
Target sequence (P41143 whole entry, looked up): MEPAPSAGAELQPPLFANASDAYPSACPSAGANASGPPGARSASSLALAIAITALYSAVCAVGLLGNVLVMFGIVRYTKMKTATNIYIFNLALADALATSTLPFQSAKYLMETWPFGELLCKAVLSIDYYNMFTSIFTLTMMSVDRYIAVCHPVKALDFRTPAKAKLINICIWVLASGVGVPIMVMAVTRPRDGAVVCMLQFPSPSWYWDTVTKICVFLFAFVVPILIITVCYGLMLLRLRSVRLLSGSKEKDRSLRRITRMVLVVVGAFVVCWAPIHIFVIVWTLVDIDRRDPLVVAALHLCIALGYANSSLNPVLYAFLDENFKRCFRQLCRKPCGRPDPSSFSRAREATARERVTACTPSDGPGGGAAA
RTF Ca sens act = increases calcium sensitivity of human cardiac regulated thin filaments | AID 493008 | IANBD-labeled TnC RTF fluorescence at EC20 calcium; 0% EC20 calcium, 100% full calcium | 0.24% of 340,000 active | P19429+P45379 | activation, % at 7.2 µM;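 active = activation above the mean over all tested compounds plus 3 SD, cut at about 30% in these data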;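 also: rise in fluorescence read as greater calcium sensitivity of cardiac thin filaments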
Wnt bcat act = activates Wnt/beta-catenin signaling in a reporter cell assay; 1.2% of 300,000 active; activator, plate reader; activation, % at 9.35 µM; in the data active = activation above about 30%, passing the limit was not always enough;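 also: 0% = neutral control wells and 100% = positive control wells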
V-ATPase pHluor = alters yeast V-ATPase proton transport; AID 504577; 0.37% of 350,000 active; S. cerevisiae, pHLuorin cytosolic pH fluorescence; response, % at 10 µM; in the data active = response mostly above about 7.3%, no sharp cut-off; inactive = mostly below about 5.4%; also: actives read high; inactives centre near 0; some compounds called inactive have numbers as strong as hits; reference of the scale not given here
LANA DNA inh = inhibitors of KSHV LANA C-terminal domain DNA binding | MBP-C-LANA/FAM-LBS DNA binding, fluorescence polarization | inhibition, % at 9 µM | 0.078% of 340,000 active | AID 504423;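 active = highest replicate inhibition at or above 60% at 9 µM, even if other replicates fall short; inactive = all replicates below 60% inhibition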;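 also: 0% = neutral control wells and 100% = 4 µM acridine orange control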
DSG3 Ab inh = blocks pemphigus antibody binding to human desmoglein-3; P32926; DSG3-coupled beads, scFv-anti-DSG3-GFP binding, flow cytometry; stronger effect = lower value; binding (percent of control), % at 10 µM; 0.48% of 310,000 active;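 active = binding more than 3 SD below its plate's average and above zero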;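 also: hits lower antibody fragment binding to DSG3; some compounds called inactive have numbers as strong as hits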
MOR-DOR ag = agonists of human mu-delta opioid receptor heterodimerization | activation, % at 9.3 µM | P35372+P41143 | 0.3% of 340,000 active | cells, OPRM1-OPRD1 heterodimerization, luminescence; in the data active = activation above about 18%;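 also: 0% = vehicle-treated cells and 100% = reference agonist; values of inactives mirror those of a sister screen read the other way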
* marks the source's active call; other numbers are inactive results; . = no result given; & = joins results of further samples; ! = a repeat was not active.

Compound,Arr AP2 block,Keap1-Nrf2 PPI,Cardiac RTF inh,OPRM1-OPRD1 inv,RTF Ca sens act,Wnt bcat act,V-ATPase pHluor,LANA DNA inh,DSG3 Ab inh,MOR-DOR ag
CCOC(=O)c1c(/N=C/C2C(=O)NC(=O)NC2=O)sc2c1CCC2,4,-4,-10,3,7,-2,-4,-0.3,142,-0.7
CN(C(=O)Oc1ccc([N+](=O)[O-])cc1)c1ccccc1,-1,3,-9,-23,-7,4,3,-2.7,84,3.6
O=C1CC(=O)N(Cc2ccccc2)C(=O)N1CCCCCCN1C(=O)CC(=O)N(Cc2ccccc2)C1=O,19,1,.,.,.,1,0,0.0,96,.
CN(C)C(=O)Oc1ccc(-c2cn3cc(C(F)(F)F)ccc3n2)cc1,-3,-2,-38,6,-4,11,5,-0.1,108,-1.1
Cc1cc(-c2cc(C)c(N)c(C)c2)cc(C)c1N,13,2,-8,7,0,1,-2,1.6,99,-1.2
CCCCCSc1cc(OC)c(CCNC)cc1OC,-5,1,-13,-9,-5,-1,-1,-1.7,.,2.1
O=C(CN1CCCC1=O)Nc1ccccc1,-6,2,-3,-3,-4,.,3,0.9,.,0.8
Cc1cccc(-n2c(O)c(C=Nc3ccc(S(N)(=O)=O)cc3)c(=O)[nH]c2=O)c1,13,-4,-7,9,6,-1,-1,0.3,101,-1.8
Cc1c(CC(=O)N2C[C@H]3C[C@@H](C2)c2cccc(=O)n2C3)c(=O)oc2c(C)c(O)ccc12,-4,-6,6,17,2,-1,-1,1.4,101,-3.3
CCN(CC)P(=O)(NC(=O)C(Cl)(Cl)Cl)N(CC)CC.[Cl-].[Cl-].[Cl-].[Nd+3],-5&4,-6&2,5&-5,7&15,-2&2,-5&-8,4&-5,1.0&0.0,97&104,-1.6&-3.0
Cc1ccccc1C1=NCC(=O)N(CC(=O)NCc2ccco2)c2sc3c(c21)CCCC3,7,-3,-7,-10,-8,.,0,2.0,98,1.7
CC1(C)COC(Nc2cccc(Cl)c2)=N1,10,0,8,16,0,5,1,-0.8,103,-2.9
CN1C(=O)C(C2CCCCC2)C(=O)N(C)C1=O,4,-5,-6,10,-5,0,1,4.0,99,-2.3
CCSc1nnc(C(N)Cc2ccccc2)o1 (stereo unspecified),15,2,7,16,4,-1,-2,-0.2,.,-3.1
O=C1NC(=O)C(=Cc2ccc(Sc3ccccc3)o2)C(=O)N1,-11,1,3,-25,-4,24,0,2.7,96,4.8
CC12CCCCC1=NC(c1ccc(Br)cc1)N2O (stereo unspecified),-1,0,-4,9,-1,.,2,-0.2,103,-1.7
CCCCN1CCC(C#N)(Nc2ccccc2)CC1,-2,4,-6,.,-4,0,0,0.9,114,.
COC(=O)C1C(C(=O)O)C2(Cl)C(Cl)=C(Cl)C1(Cl)C2(Cl)Cl (stereo unspecified),10,0,-10,11,-3,-6,2,0.0,114,-2.0
N#CCCn1cc(C(=O)O)c(-c2cccc([N+](=O)[O-])c2)n1,2,0,-13,11,2,0,2,-0.9,112,-2.2
Cn1cc(C(=O)OCC(=O)NC2(C#N)CCCC2)c2ccccc21,-1,-4,-6,9,-5,1,-5,-0.9,108,-2.2
Cc1cccc(-n2c(C)nc3cc(C(=O)N4CCC5(CC4)OCCO5)ccc32)c1,-3,-8,-5,20,-1,-1,3,0.0,102,-3.9
O=c1[nH]c(=O)n(Cc2ccco2)c(O)c1C=NCc1ccco1,7,-1,4,15,7,.,2,1.4,105,-2.6
O=C(O)c1c[nH]c2ccc(S(=O)(=O)N(CCCl)CCCl)cc12,8,0,1,13,-2,.,1,0.9,102,-2.5
Cc1ccc2c(c1)N(C(=O)CCC(=O)N1CCC3(CC1)OCCO3)CC(C)O2 (stereo unspecified),8,3,-7,3,-2,-2,-4,-2.1,112,-0.7
CCOc1cccc(N2C(=O)CC(=O)NC2=O)c1,-1,-9,0,10,4,-6,-3,0.0,100,-1.7
Cc1nc2ncnn2c(C)c1CCC(=O)N1CCC2(CC1)OCCO2,33,1,-3,8,-1,.,1,-0.2,98,-1.7
CCN(CC)c1ccc(N=Cc2c(O)n(-c3ccc(OC)cc3)c(=O)[nH]c2=O)cc1,15,-1,1,-28,6,-1,3,2.6,.,5.5
CCN(CC)C(=O)c1ccc(NC(=O)c2ccc(N3CCCC3=O)cc2)cc1,30,-5,-1,1,-3,11,8,1.8,94,-0.2
O=C1NC(=O)C(Cc2ccccc2)(Cc2ccccc2)C(=O)N1Cc1ccccc1,36,-2,-4,-36,-4,-3,-1,1.0,.,7.3
CC(C)c1ccc(C2N3CCCN23)cc1 (stereo unspecified),9,1,-18,8,4,-1,-2,0.9,.,-1.6
COc1cc(C(=O)NC(=S)N2C[C@H]3C[C@H](C2)c2cccc(=O)n2C3)cc(OC)c1OC,21,0,-2,13,1,-2,-1,1.6,.,-2.6
COC(=O)N1C(c2ccccc2)C1c1ccccc1 (stereo unspecified),29,1,.,.,.,-2,-1,-0.7,102,.
CC(C)[C@H]1C(=O)O[C@H](C(C)C)C(=O)N(C)[C@@H](C(C)C)C(=O)O[C@H](C(C)C)C(=O)N(C)[C@@H](C(C)C)C(=O)O[C@H](C(C)C)C(=O)N1C,-7,3,-8,-44,9,.,0,0.9,.,8.8
C=CCn1c(O)c(C(CC)=NCc2ccc3c(c2)OCO3)c(=O)[nH]c1=O,4,.,.,.,.,4,1,.,107,.
Cc1ccc(-n2c(-c3cccs3)nc3ccccc3c2=O)cc1,-19,-1,-3,-7,-1,.,.,1.8,101,1.1
C=CC(=O)NCNC(=O)C=C,-3,-5,0,16,-1,0,3,0.8,107,-2.9
CC1CC2(O)c3nonc3CCC2N1O (stereo unspecified),2,-3,-2,28,3,.,3,-0.2,102,-5.7
C[C@]12CCC3C(CC[C@H]4[C@H](O)[C@H](O)CC[C@]34C)C1CC[C@@H]2O (stereo partly specified),5,-1,2,14,11,-3,-1,1.6,125,-2.7
CC(=NCc1ccc2c(c1)OCO2)c1c(O)n(-c2ccccc2)c(=O)[nH]c1=O,4,7,0,16,1,-2,0,2.4,.,-3.2
CN(CCc1nnc(N)s1)[N+](=O)[O-],-10,3,-1,-4,1,1,-1,2.0,109,0.8
COCCNC(=O)N1[C@H]2CC[C@@H]1C(C(=O)OC)=C(c1cccc(C#N)c1)C2,-8,0,-1,18,10,-2,0,-1.2,105,-3.2
O=C(COc1ccccc1)N1CCN(CC(O)COc2ccccc2)CC1 (stereo unspecified),-6,1,-14,16,-2,-3,-6,-0.2,.,-3.0
CN(C)[C@@H]1C(=O)C(C(N)=O)=C(O)[C@@]2(O)C(=O)C3=C(O)c4c(O)cccc4[C@@](C)(O)C3[C@H](O)C12 (stereo partly specified),5&-1,-7&-5,21*!,-5&5,10&-6,1,-4&-3,72*!,74&95,0.8&-1.0
CSc1ccc(C(=O)C2CCCN(Cc3ccn[nH]3)C2)cc1 (stereo unspecified),14,-3,-15,-10,2,-1,4,0.2,101,1.9
O=C(Cn1cnc2ccccc2c1=O)NCCC(=O)N1CCC2(CC1)OCCO2,-2,2,-7,10,3,-4,2,-0.7,94,-1.9
COc1cc(C=C2C(=O)NC(=O)NC2=O)cc(OC)c1OC,0,5,-7,12,2,-2,-1,-0.1,96,-2.2
CC[C@H](C)/C=C(C)/C=C/C1=CC2=C(Cl)C(=O)[C@@](C)(OC(C)=O)C(=O)C2=CO1,8,-9,42*,-11,-47,.,1,28,91,2.2
Cc1cc(N2C(=O)C3CCCN3C2c2cccc(Cl)c2)no1 (stereo unspecified),21,-2,-4,8,10,-4,-4,-1.1,.,-1.4
Cc1ccc(-n2c(O)c(C=NCc3ccco3)c(=O)[nH]c2=S)cc1C,34,-4,-7,28,8,1,-4,-1.4,104,-5.3
CCCCn1c(O)c(C(CC)=Nc2ccc(OC)cc2OC)c(=O)[nH]c1=O,1,-1,-7,-8,2,.,6,-0.8,101,1.7
O=C1NC(=O)N(c2cccc(F)c2)C(=O)/C1=C/c1ccc(N2CCOCC2)cc1,16,-6,-3,10,-1,-1,2,1.2,106,-1.9
CN(C)c1ccc(/C=C2/C(=O)NC(=O)N(Cc3ccco3)C2=O)cc1,1,6,-8,11,-2,1,4,64,103,-2.3
COC(=O)C1=C(c2ccc(F)cc2OCc2ccccc2)C[C@@H]2CC[C@H]1N2C(=O)NCCCOC(C)C,5,-3,-6,0,2,-2,-3,2.2,103,0.0
COc1ccc(S(=O)(=O)NCc2ccc(C(=O)N3CCC4(CC3)OCCO4)cc2)cc1,5,0,-7,13,2,-2,-3,1.6,99,-2.4
Oc1ccc(CC2(N3CCCC3)CCCCC2)cc1,6,1,3,.,1,-1,4,3.7,114,.
c1ccc(-c2ccc(-c3n(-c4ccccn4)c4ccccc4[n+]3-c3ccccn3)cc2)cc1,0,-3,-10,-42,-2,0,-2,-0.4,98,8.0

Single entries from above:
Keap1-Nrf2 PPI with `COC(=O)C1=C(c2ccc(F)cc2OCc2ccccc2)C[C@@H]2CC[C@H]1N2C(=O)NCCCOC(C)C` = -3
RTF Ca sens act with `CN(C)[C@@H]1C(=O)C(C(N)=O)=C(O)[C@@]2(O)C(=O)C3=C(O)c4c(O)cccc4[C@@](C)(O)C3[C@H](O)C12` (stereo partly specified) = 10&-6

Part of the list above in order of number of heavy atoms, ascending:
Compound,Arr AP2 block,Keap1-Nrf2 PPI,Cardiac RTF inh,OPRM1-OPRD1 inv,RTF Ca sens act,Wnt bcat act,V-ATPase pHluor,LANA DNA inh,DSG3 Ab inh,MOR-DOR ag
C[C@]12CCC3C(CC[C@H]4[C@H](O)[C@H](O)CC[C@]34C)C1CC[C@@H]2O (stereo partly specified),5,-1,2,14,11,-3,-1,1.6,125,-2.7
Cc1ccc(-n2c(-c3cccs3)nc3ccccc3c2=O)cc1,-19,-1,-3,-7,-1,.,.,1.8,101,1.1
CN(C)c1ccc(/C=C2/C(=O)NC(=O)N(Cc3ccco3)C2=O)cc1,1,6,-8,11,-2,1,4,64,103,-2.3
CC(=NCc1ccc2c(c1)OCO2)c1c(O)n(-c2ccccc2)c(=O)[nH]c1=O,4,7,0,16,1,-2,0,2.4,.,-3.2
COc1ccc(S(=O)(=O)NCc2ccc(C(=O)N3CCC4(CC3)OCCO4)cc2)cc1,5,0,-7,13,2,-2,-3,1.6,99,-2.4
CN(C)[C@@H]1C(=O)C(C(N)=O)=C(O)[C@@]2(O)C(=O)C3=C(O)c4c(O)cccc4[C@@](C)(O)C3[C@H](O)C12 (stereo partly specified),5&-1,-7&-5,21*!,-5&5,10&-6,1,-4&-3,72*!,74&95,0.8&-1.0

Bioassay records: PubChem, several laboratories

These rows are one share of the data; count on the stated rates, not on these rows.
